Source: PubChem BioAssay (Southern Research Specialized Biocontainment Screening Center)
UTI89 phage lysis: inhibition of K1F phage lysis, E. coli UTI89, bacterial capsule biogenesis inhibitors, alamar blue (AID 488966) | E. coli UTI89 K1F phage lysis, alamar blue, 2 h; higher % means a stronger effect | inhibition, % at 100 µM; hits with a dose series show IC50 in µM | 340,000 tested, 0.02% active;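 active means phage lysis inhibition, versus mean bacterial control, above a set limit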;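 further: capsule biogenesis inhibitors block K1F phage lysis so surviving cells raise fluorescence; higher fluorescence means more inhibition of phage lysis; actives were called in the ten point dose series up to 300 µM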
Numbers without * were called inactive; [ ] = remark or other dose.

SMILES	UTI89 phage lysis
CC12CCC(=O)N1C(C(=O)Nc1ccc(Br)cc1Cl)CS2 (stereo not given)	2.0%[50 µM]
CCOC(=O)C1C(C(=O)OC)=C(C2=CCCCC2)c2ccccc2N1S(=O)(=O)C(F)(F)F (stereo not given)	0.1%
COCC1CCN(C(=O)CC2C(=O)NCCN2Cc2cccc(Oc3ccccc3)c2)CC1 (stereo not given)	-0.2%
Cc1ccc(-c2c(NCCc3ccccc3)c(=O)c2=O)cc1	0.4%
Cc1nc(NC(=O)CN2CCN(c3cccc(Cl)c3)CC2)sc1C(=O)N(C)C	-0.8%
Cc1ccc(C(=O)NCCc2nnc3ccc(N4CCCC4)nn23)cc1	0.7%[50 µM]
Fc1c(F)c(F)c(NC2=NCCCCC2)c(F)c1F	0.6%
CCN1C(=O)c2cccc3c(S(=O)(=O)Nc4ccc(O)c(C(=O)O)c4)ccc1c23	1.8%[50 µM]
COC(=O)c1ccc(/C=N/NC(=O)c2ccc3nc[nH]c3c2)cc1	0.5%
Cc1cc(C)n(C(=O)Cn2nc(C)c(Cl)c2C)n1	0.3%
COC(=O)C1C(OC)=CC(=O)C2CCCCC21 (stereo not given)	-0.9%
O=C(Nc1ccc(Cl)cc1)Nc1ccc2c(c1)OCO2	0.1%
CCN(CC(=O)Nc1ccc(NC(C)=O)cc1)C(=O)c1ccc(N2CCC(C)CC2)c([N+](=O)[O-])c1	0.3%[50 µM]
COc1cccc(CNC(=O)CCC2CCCN(C(=O)c3ccc(F)c(Cl)c3)C2)c1 (stereo not given)	0.0%[50 µM]
CCN(Cc1ccccc1)S(=O)(=O)c1ccc(C(=O)N(CCCN(C)C)c2nc3ccc(F)cc3s2)cc1	0.4%[50 µM]
CC1CC(C)CN(C(=O)Cn2ncc3c([nH]c4ccccc43)c2=O)C1 (stereo not given)	0.3%
CCC(CO)Oc1cc(NCc2ccc(F)cc2)c2ncn(C(C)C)c2c1 (stereo not given)	1.8%
Cc1cccc(NC(=O)CSc2ncnc3sc(C)cc23)c1	0.1%
N#Cc1c(NC(=O)COC(=O)c2ccc(O)cc2O)sc2c1CCC2	0.6%[50 µM]
CC(C)CCOP(=O)(c1ccc(N(C)C)cc1)C(O)c1ccc(C(C)C)cc1 (stereo not given)	0.3%
CC(C)N(Cc1ccccc1)C(=O)c1cccs1	-0.1%
CCNc1c(NS(=O)(=O)c2ccc(OC)cc2)c(=O)oc2ccccc12	0.2%
Cc1cc(NC(=O)CCC(=O)N(CC(=O)NCC2CCCO2)c2ccc(C(C)C)cc2)no1 (stereo not given)	0.4%
CCN(C(=O)c1cn(C)c(=O)c2ccccc12)c1ccccc1F	0.2%
COc1ccc(N2CCN(Cc3cc(=O)c(OCC(=O)NC4CCCC4)co3)CC2)cc1	0.9%[50 µM]

Next section; it opens with the 3 that closed the last part.
SMILES	UTI89 phage lysis
Cc1cc(NC(=O)CCC(=O)N(CC(=O)NCC2CCCO2)c2ccc(C(C)C)cc2)no1 (stereo not given)	0.4%
CCN(C(=O)c1cn(C)c(=O)c2ccccc12)c1ccccc1F	0.2%
COc1ccc(N2CCN(Cc3cc(=O)c(OCC(=O)NC4CCCC4)co3)CC2)cc1	0.9%[50 µM]
Cc1ccc(NC(=O)CCCNC(=O)c2ccc(Cl)cc2)cc1S(=O)(=O)N1CCCCC1	1.4%[50 µM]
COc1ccccc1CN1CC(C(=O)N(C)Cc2ccncc2C)CCC1=O (stereo not given)	0.1%
COC(=O)C(OC(=O)c1ccccc1)C(C)Br (stereo not given)	-1.7%
COc1ccc(F)c(CN(C)CC2CCCN(CCc3ccc(F)cc3)C2)c1 (stereo not given)	1.2%
CCn1ncc(C(=O)Nc2ccc(F)cc2)c1C	0.9%
N=c1n(N)c2ccccc2n1CC(=O)c1ccc(Br)cc1	0.5%
COc1ccc(/C=C/C(=O)Nc2cccnc2Cl)cc1	0.1%
Cc1ccc(CNC(=O)CCS(=O)(=O)c2cc3c(cc2Cl)NC(=O)CO3)o1	0.8%
COc1ccc(-c2csc(N(CC(C)C)C(=O)c3ccco3)n2)cc1	0.9%
CS(=O)(=O)c1ccc(Cl)c(NC(=O)CCCSc2ccccc2)c1	-0.2%
CC1Sc2ccc(S(=O)(=O)N3CCC(C(=O)NCC(C)c4ccccc4)CC3)cc2NC1=O (stereo not given)	0.2%
COc1ccccc1C(=O)COC(=O)COc1ccc(C#N)cc1	-2.4%
CC(C)/C=C(/C(=O)c1ccc(Cl)cc1Cl)n1cncn1	0.1%
CC1CCCN(C(=O)C2CCN(C(=O)Nc3ccccc3)CC2)C1 (stereo not given)	0.8%[50 µM]
C[C@@H]1CN([C@@H](C)CO)C(=O)c2cc(NS(C)(=O)=O)ccc2O[C@@H]1CN(C)Cc1ccc(C(F)(F)F)cc1	1.4%
COc1cccc(NC(=O)C2CCC(CNS(=O)(=O)c3cccc4cccnc34)CC2)c1 (stereo not given)	1.1%
Cc1onc(-c2ccccc2)c1C(=O)NCC(=O)Nc1cc(Cl)ccc1Cl	0.4%[50 µM]
COCCN1C(=O)N[C@@H](CCc2ccccc2)[C@@H](C(=O)OC)[C@H]1C	0.8%
Cc1noc(C)c1COc1ccccc1C(=O)N(C)Cc1ccco1	0.2%[50 µM]
CN1CCN(c2ccc(C(F)(F)F)cc2NC(=O)Nc2ccccc2)CC1	-0.1%
CCOC(=O)c1ccc(NC(=O)c2ccc(NC(=O)C3CCCO3)cc2)cc1 (stereo not given)	0.4%
COc1ccc(OC)c(C2=NS(=O)(=O)N(C)C(C(=O)N3CCC4(CC3)OCCO4)=C2)c1	-0.1%
Cc1cc(NC(=O)c2ccc3c(c2)C(=O)N(c2cccc(C)c2C)C3=O)no1	-0.1%
CC(=O)OCn1ncc(N2CCOCC2)c(Br)c1=O	0.2%
COC(=O)c1c(-c2ccc(N(C)C)cc2)sc2ccc(OC)cc12	0.6%

Four of these compounds in another layout:
> CN1CCN(c2ccc(C(F)(F)F)cc2NC(=O)Nc2ccccc2)CC1
- UTI89 phage lysis: -0.1%
> CCOC(=O)c1ccc(NC(=O)c2ccc(NC(=O)C3CCCO3)cc2)cc1 (stereo not given)
- UTI89 phage lysis: 0.4%
> COc1ccc(OC)c(C2=NS(=O)(=O)N(C)C(C(=O)N3CCC4(CC3)OCCO4)=C2)c1
- UTI89 phage lysis: -0.1%
> Cc1cc(NC(=O)c2ccc3c(c2)C(=O)N(c2cccc(C)c2C)C3=O)no1
- UTI89 phage lysis: -0.1%

(more compounds)
SMILES	UTI89 phage lysis
CCCCN1CC(COCc2ccccc2)Oc2cccc(Oc3cc(C)c(C)c(C)c3)c2S1(=O)=O (stereo not given)	-0.1%
CCCC(=O)Nc1ccc2c(c1)nc1n2CCN(CCOC)C1	-1.1%[50 µM]
O=C(c1ccc(OC2CCN(Cc3ccc(F)cc3)CC2)cc1)N1CCCC1	0.2%
COc1ccc(S(=O)(=O)NCc2cccnc2)cc1C	1.9%
COc1cc(NC(=O)NCC2CCN(Cc3ccccc3C)CC2)cc(OC)c1OC	0.5%[50 µM]
CCCN(C(=O)c1cnccn1)c1c(N)n(Cc2ccccc2)c(=O)[nH]c1=O	1.3%[50 µM]
Cc1nc2scc(C)n2c(=O)c1S(=O)(=O)NC(C)c1ccccc1 (stereo not given)	0.2%
CC(C)CCn1c(SCC(=O)NC2CCS(=O)(=O)C2)nc2cc(Cl)ccc2c1=O (stereo not given)	1.6%[50 µM]
C[C@H](CO)N1C[C@H](C)[C@@H](CN(C)C(=O)NC2CCCCC2)Oc2ccc(NC(=O)C3CC3)cc2C1=O	0.3%
COc1ccccc1NC(=O)C(=O)NCCC1CCCCN1S(=O)(=O)c1cccs1 (stereo not given)	0.4%[50 µM]
Cc1cc(OCC(=O)NCc2ccccn2)c2c(C)c(C)c(=O)oc2c1	0.6%
N#C/C(=C\c1c(N2CCN(c3ccccc3)CC2)nc2ccccn2c1=O)C(N)=O	3.0%[50 µM]
CCOC(=O)N1CCN(c2nc(-c3ccccc3)c3ccccc3n2)CC1	0.0%
O=C(NCCOC(=O)c1c(F)cccc1Cl)c1c(F)cccc1Cl	0.9%[50 µM]
COc1ccc(S(=O)(=O)Nc2cccc3c2O[C@@H](CN(C)CC2CC2)[C@@H](C)CN([C@@H](C)CO)C3=O)cc1	1.8%
Cc1cnc(C(=O)OCC(=O)Nc2sc3c(c2C(N)=O)CCCC3)cn1	1.1%[50 µM]
O=C(NC(C(=O)c1ccccc1)c1ccccc1)c1ccccc1 (stereo not given)	-0.9%
COC(=O)C1=C(C)N(Cc2ccccc2)C(=NCc2ccc(OC)cc2)N[C@H]1c1cccc(F)c1	-1.0%
COc1ccc(/C=C/c2onc(C)c2S(=O)(=O)N2CCC(C(=O)N3CCC(C)CC3)CC2)cc1	-0.3%
COCC1CCN(C(=O)C2CCC(=O)N(CCc3ccc(Cl)cc3)C2)CC1 (stereo not given)	0.1%
CC1CC(OC(=O)c2ccccc2C(=O)c2ccc(Cl)cc2)C(=O)O1 (stereo not given)	0.3%
CN1CCN(c2c(/C=N/O)c3ccccc3n2C)CC1	0.1%
COc1ccccc1COC(=O)C(NC(=O)c1ccc(C)cc1)C(C)C (stereo not given)	0.1%[50 µM]
O=C(CSc1nnc(-c2cccnc2)n1Cc1ccco1)Nc1cccc(O)c1	0.1%
CN(C)CCC#CC1(O)c2ccccc2-c2ccccc21	-0.8%
SMILES	UTI89 phage lysis
CC(=O)c1ccccc1NC(=O)COC(=O)c1cc(C)oc1C	0.4%[50 µM]
COc1cc(CCNC(=O)c2ccccc2NC(=O)C2=C(C)OCCS2)cc(OC)c1OC	0.2%
COc1ccc(Cl)cc1C(=O)NNC(=O)CCNS(=O)(=O)c1ccccc1	1.4%
O=C(O)c1cc(=S)nc[nH]1	-0.7%
CCOC(=O)[C@@H]1[C@H]2COc3cc(OC)ccc3[C@H]2N2C(=O)N(c3ccc(F)cc3)C(=O)[C@@]12C	0.4%
O=C(c1cccc(S(=O)(=O)N2CCN(c3ccc(F)cc3)CC2)c1)N1CCN(c2ccccc2O)CC1	-0.2%[50 µM]
COc1cc(OC)cc(C(=O)NC2CCN(CCCOc3ccccc3)CC2)c1	0.2%
CC(=O)C1=C(C)Nc2ncnn2C1c1ccc(C)cc1 (stereo not given)	1.3%
COc1ccc(C(CNC(=O)Cn2c(=O)oc3ccccc32)N(C)C)cc1 (stereo not given)	0.0%
COc1ccc(NC(=O)CN(C)C(=O)Cc2ccc3c(c2)CCC3)cc1	0.0%
Cc1c(F)cccc1NC(=O)c1ccc2c(c1)CCN2S(C)(=O)=O	-0.5%
CC1CCN(CC(O)Cn2c3ccccc3c3ccccc32)CC1 (stereo not given)	1.2%
CCN(CC)c1ccc(NC(=O)c2ccc(=O)[nH]c2)cc1S(=O)(=O)Nc1ccc(OC)cc1	-0.5%[50 µM]
COc1cc(NC(=O)C2CC(c3c(F)cccc3Cl)=NO2)cc(OC)c1OC (stereo not given)	-0.1%
COc1ccc(NC(=O)c2ccco2)c(NC(=O)c2ccc([N+](=O)[O-])cc2)c1	-1.2%[50 µM]
O=C(CNC(=O)c1cccs1)N/N=C/c1cccc(Cl)c1	1.9%[50 µM]
O=C(CCc1c[nH]c2ccccc12)NC(Cc1ccccc1)C(=O)O (stereo not given)	0.3%
CCCCCc1nnc(NC(=O)C2=COCCO2)s1	1.2%[50 µM]
Cc1ccc(OCCC(=O)OCC(=O)Nc2cc(C)nn2-c2ccccc2)cc1	-1.4%[50 µM]
CCn1c(SCC(=O)Nc2nccs2)nnc1-c1ccccn1	-0.3%
CC(C)c1nnc(NC(=O)C2CCN(C(=O)Nc3ccccc3)CC2)s1	-0.7%
C=CCOc1ccc(/C=N/NC(=O)C2CCCC2)cc1OCC	0.0%
CC(=O)Nc1ccc(CC(=O)NCCC(c2ccccc2)c2ccccc2)cc1	-0.2%
Cc1nn(CC(=O)N2CCCCCC2)c(=O)c2cc3occc3n12	0.3%
CCCn1nc(NC(=O)CC)c2cc3cccc(C)c3nc21	0.5%

Pulled by structure from above, five records:
SMILES	UTI89 phage lysis
Cc1nn(CC(=O)N2CCCCCC2)c(=O)c2cc3occc3n12	0.3%
COc1ccc(Cl)cc1C(=O)NNC(=O)CCNS(=O)(=O)c1ccccc1	1.4%
CCN(CC)c1ccc(NC(=O)c2ccc(=O)[nH]c2)cc1S(=O)(=O)Nc1ccc(OC)cc1	-0.5%[50 µM]
CCCCCc1nnc(NC(=O)C2=COCCO2)s1	1.2%[50 µM]
C=CCOc1ccc(/C=N/NC(=O)C2CCCC2)cc1OCC	0.0%

Single entries from the entries so far:
UTI89 phage lysis result of `O=C(O)c1cc(=S)nc[nH]1` = -0.7%
UTI89 phage lysis result of `C=CCOc1ccc(/C=N/NC(=O)C2CCCC2)cc1OCC` = 0.0%
UTI89 phage lysis result of `CC(=O)C1=C(C)Nc2ncnn2C1c1ccc(C)cc1` (stereo not given) = 1.3%

A portion of the library; count on the stated rates, not on these rows.
